HT1080 IDH1KD tx – toxicity to HT-1080 IDH1 knockdown cells (counter line); AID 686971; actives 2% (n = 360,000); Potency, µM (top dose mostly 46.1 µM), inactives show at the highest dose activity, negative = toxicity, usual class: cytotoxic; HT-1080 IDH1 knockdown viability, ATP luminescence, 48 h;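 note: potency is the fitted concentration of half-maximal effect; 0% = DMSO wells and -100% = cell-free medium wells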
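% activity derives from luminescence (CellTiter-Glo), normalised to DMSO and no-cell wells. HT-1080-IDH1KD cells, 750/well, had 48 h compound exposure at 37 °C.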
S2 tox – viability counter-screen for ATXN expression inhibitors | S2 cells (HEK-293 line with an ATXN2-luciferase reporter) viability, CellTiter-Fluor protease fluorescence, 24 h | Potency, µM (top dose mostly 56.7 µM), usual class: cytotoxic | actives 0.49% (n = 400,000) | AID 651635; note: potency is the fitted concentration of half-maximal effect; nearly all actives have a fitted effect of over 40% in size
KB-V1 MDR tox – kills drug-selected multidrug resistant KB-V1 cells; KB-V1 MDR cells viability, CellTiter-Glo, 72 h; Potency, µM (series often up to 46.1 µM), for inactives: at the top dose activity change, negative = cytotoxicity, hits mostly cytotoxic; actives 3.4% (n = 400,000); AID 1347076; note: potency is the fitted concentration of half-maximal effect; % is set by controls: 0 for no effect and ±100 for the full control effect; nearly all actives have a fitted effect of over 60% in size
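Readout: CellTiter-Glo luminescence, 10 min after addition. Cells: KB-V1 MDR subline, 72 h at 37 degrees C with compound. Analysis: corrected, normalized data fitted to concentration-effect curves.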
HT1080-NT tox – kills 2HG-producing HT-1080-NT fibrosarcoma cells | AID 686970 | HT-1080-NT fibrosarcoma viability, CellTiter-Glo ATP luminescence, 48 h | Potency, µM (series often up to 46.1 µM), for inactives: top-dose activity, negative = less viability, usual class: cytotoxic | actives 1.6% (n = 360,000);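 note: NT is the 2HG producing partner of a matched IDH1 knockdown line; potency is the fitted concentration of half-maximal effect; 0% = DMSO-treated cells and -100% = media-only wells without cells; nearly all actives have a fitted effect of over 55% in size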
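750 cells/well, RPMI + 5% FBS; 2 h settle, compound pin-transfer, 48 h at 37 degrees C. CellTiter-Glo 10 min RT, luminescence. Normalized to DMSO and media-only wells.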
MCF10A rerep – inducers of DNA re-replication in MCF 10A breast cells; MCF 10A DNA re-replication, Hoechst nuclear intensity, 48 h; Potency, µM (highest dose often 46.1 µM), inactives show at the highest dose activity, positive = re-replication, hits mostly activators; actives 2.9% (n = 350,000); AID 624296; note: potency is the fitted concentration of half-maximal effect; % of control where 0% means no effect; nearly all actives have a fitted effect of over 50% in size
SW480 rereplic – DNA re-replication induction in SW480 cells; AID 624297; Potency, µM (highest dose often 46.1 µM), inactives show top-dose re-replication activation, most hits filed as activators; actives 1.8% (n = 340,000); SW480 DNA re-replication, Hoechst DNA content imaging, 48 h; note: potency is the fitted concentration of half-maximal effect; % of control where 0% means no effect; nearly all actives have a fitted effect of over 55% in size
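First, 250 cells per well were seeded. Next, compound or vehicle (23 nL) was pinned in, plates sat 48 hr at 37 C. Finally Hoechst was added for 40 min before fluorescence scanning.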
IL1B secr inh – blocks inflammasome-driven IL-1 beta release; THP-1 LPS/ATP IL-1B secretion, AlphaLISA, 16 h; stronger effect = lower value; activity change, % at 57.5 µM; actives 4.7% (n = 360,000); in the data active = activity change below about -50%; inconclusive = mostly about -30% to -49%; note: % is set by controls: 0 for no effect and ±100 for the full control effect
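THP-1 cells pretreated 1 hr with compounds (up to 57.5 uM final), then stimulated with LPS (250 ng/mL final) plus ATP (1.25 mM final); secreted IL-1B measured by AlphaLISA after 16 hr, decreased signal indicating inhibition.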
ATXN2 expr inh – inhibitors of ATXN2 expression. HEK-293 ATXN2-luciferase reporter, luminescence, 24 h. Potency, µM (top dose mostly 57 µM), for inactives: at the highest dose activity change, negative = inhibition, hits mostly inhibitors. actives 0.72% (n = 360,000). AID 1745845; note: potency is the fitted concentration of half-maximal effect; % is set by controls: 0 for no effect and ±100 for the full control effect; nearly all actives have a fitted effect of over 55% in size
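ATXN2-luciferase reporter cells (luciferase flanked by upstream and downstream ATXN2 gene portions) were treated 24 h at 37 °C with compounds at up to 57 uM. SteadyGlo luminescence gave expression; GF-AFC fluorescence gave viability.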
KB-3-1 tox – KB-3-1 parental cell cytotoxicity; Potency, µM (titrated, usually from 46.1 µM), inactives show at the highest dose activity change, negative = cytotoxic, hits mostly cytotoxic; actives 1.4% (n = 400,000); AID 1347075; KB-3-1 viability, CellTiter-Glo ATP luminescence, 72 h; note: potency is the fitted concentration of half-maximal effect; % is set by controls: 0 for no effect and ±100 for the full control effect; nearly all actives have a fitted effect of over 60% in size
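Parental KB-3-1 adenocarcinoma cells in phenol-red-free DMEM with 10% FBS were pin-treated with compounds at several concentrations, incubated 72 h at 37 °C, and viability read by CellTiter-Glo luminescence; concentration-effect curves were fitted after normalization.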
The depositor's hits bear a star; i = inactive; ? = inconclusive; / = no result given; & = joins results of further samples; [ ] = another dose, or the depositor's remark. Unless noted, calls come from the whole dose curve; as a rule, active = well fitted curve in the direction sought with a large enough effect; inconclusive = small, poorly fitted or top-dose-only effect, or another doubt; inactive = no such curve, though single readings can be large; an effect the other way counts as inactive or inconclusive.

SMILES	HT1080 IDH1KD tx	S2 tox	KB-V1 MDR tox	HT1080-NT tox	MCF10A rerep	SW480 rereplic	IL1B secr inh	ATXN2 expr inh	KB-3-1 tox
COc1ccc(CCNC(=O)Cn2nnc(-c3ccc(OC)c(OC)c3)n2)cc1OC	4%	i	?	-1%	1%	-7%	28	-14%	8%
COc1cccc(OC)c1C(=O)Nc1c(C)n(C)n(-c2ccccc2)c1=O	?	i	-8%	1%	?	-3%	20	1%	12%
O=C(c1ccc(CS(=O)Cc2ccc(Cl)cc2)o1)N1CCN(c2cccc(Cl)c2)CC1 (stereo unspecified)	?	i	?	?	?	-2%	-83*	-30%	2%
CCOc1ccc(NC(=O)CSc2nnc(-c3ccc(C)cc3)c(-c3ccc(C)cc3)n2)cc1	/	i	2%	/	/	/	/	12%	6%
COc1ccc(CCNC(=S)NCCc2ccc(OC)c(OC)c2)cc1OC	-2%&-2%	?	?	2%&3%	0%	1%	10&1	-18%	?
Cc1c(NC(=O)Cn2ccc([N+](=O)[O-])n2)c(=O)n(-c2ccccc2)n1C	-1%	i	21%	0%	-6%	-11%	-10	5%	8%
CCN(c1ccccc1)S(=O)(=O)c1cccc(C(=O)NCC(c2cccs2)N(C)C)c1 (stereo unspecified)	-13%	i	?	-12%	-2%	3%	21	-16%	6%
Cc1ccc(CNC(=O)CSc2nnc(CNC(=O)c3ccc(F)cc3)o2)cc1	9%	i	1%	2%	/	/	3	/	11%
Cc1cc(C)nc(N(C#N)CN2C(=O)c3ccccc3C2=O)n1	-2%	i	-14%	6%	0%	-5%	-15	-3%	-2%
CCCn1c(CCC(=O)Nc2cccc(CC)c2)nc2cccnc21	/	i	-1%	/	/	/	/	-30%	-1%
Cc1ccc(S(=O)(=O)NCCOc2nc(N(C)C)nc(N(C)C)n2)cc1	-1%	i	-25%	0%	1%	-2%	92	4%	-2%
CN(CC(=O)Nc1cccc([N+](=O)[O-])c1)S(=O)(=O)c1ccccc1	8%	i	-7%	2%	-6%	-747%[1.84 µM]	21	-2%	0%

Complete entries, quoted from the list:
Results for Cc1ccc(S(=O)(=O)NCCOc2nc(N(C)C)nc(N(C)C)n2)cc1 → HT1080 IDH1KD tx = -1%; S2 tox = i; KB-V1 MDR tox = -25%; HT1080-NT tox = 0%; MCF10A rerep = 1%; SW480 rereplic = -2%; IL1B secr inh = 92; ATXN2 expr inh = 4%; KB-3-1 tox = -2%
Results for CCOc1ccc(NC(=O)CSc2nnc(-c3ccc(C)cc3)c(-c3ccc(C)cc3)n2)cc1 → HT1080 IDH1KD tx = /; S2 tox = i; KB-V1 MDR tox = 2%; HT1080-NT tox = /; MCF10A rerep = /; SW480 rereplic = /; IL1B secr inh = /; ATXN2 expr inh = 12%; KB-3-1 tox = 6%

(cont.)
SMILES	HT1080 IDH1KD tx	S2 tox	KB-V1 MDR tox	HT1080-NT tox	MCF10A rerep	SW480 rereplic	IL1B secr inh	ATXN2 expr inh	KB-3-1 tox
Cc1cccc(NC(=O)CCS(=O)(=O)c2ccc(Br)cc2)c1	6%	i	?	-2%	-10%	-6%	26	7%	?
CC(C)c1ccc(NC(=O)C2CC(=O)N(C(C)C)C2)cc1 (stereo unspecified)	0%	i	2%	1%	-21%	-5%	17	32%[activator]	0%
COc1ccc(CC(=O)Nc2nc3c(s2)CC(C(C)(C)C)CC3)cc1 (stereo unspecified)	/	?	2%	/	/	/	/	21%	2%
COC(=O)c1oc2ccc(Cl)cc2c1N	11%	i	-1%	8%	2%	1%	-20	24%	0%
S=C(Nc1ccc2cn[nH]c2c1)Nc1ccccc1Cl	9%	i	1%	9%	0%	1%	-11	27%	0%
O=C(COCC(=O)N/N=C/c1ccc(F)cc1)N/N=C/c1ccc(F)cc1	-2%	i	?	8%	2%	-3%	7	-14%	6%
O=C(N/N=C/c1cccc(F)c1)c1c(O)c2ccccc2[nH]c1=O	-9%	i	?	-8%	-21%	-6%	18	-2%	?
CCC(C)(c1nnnn1-c1c(C)cccc1C)N(N=O)c1ccccc1Cl (stereo unspecified)	-2%	i	18µM*	-1%	?	/	0	3%	?
CCOC(=O)N1CCN(CC(O)COc2c(C)cc(C)cc2C)CC1 (stereo unspecified)	-5%	i	16%	-2%	8%	-4%	9	-13%	9%
COc1cccc(/C=N\NC(=O)c2ccc(C)nc2)c1	18%	i	-3%	13%	-1%	0%	28	8%	-3%
CCn1c(SCC(=O)Nc2nonc2C)nnc1-c1ccoc1C	17%	i	14%	20%	0%	6%	-3	1%	6%
C=CCS/C(N)=N\N=C\c1cc(Br)cc([N+](=O)[O-])c1O	-17%	i	4%	-13%	15%	-1%	9	35%	-17%
CC(C)c1ccc(NC(=O)[C@@H](C)NC(=O)[C@@H]2Cc3ccccc3CN2)cc1	-12%	i	1%	-16%	1%	-9%	13	28%	3%
COc1ccc(CN2CCN(C(=O)C3CC(=O)N(C4CCCCCC4)C3)CC2)c(OC)c1OC (stereo unspecified)	-6%	i	-16%	-3%	?	3%	-2	-8%	-2%
COCCCN1C(=O)c2oc3ccccc3c(=O)c2C12C(=O)N(C)c1ccccc12 (stereo unspecified)	/	i	-11%	/	/	/	/	3%	-1%
Cc1[nH]c2ccc(-c3nnc(SCC(=O)N4CCCc5ccccc54)o3)cc2c1C	10%	i	-14%	0%	11%	2%	26	-21%	?
CCc1nc2ccc(C(=O)NCCN3CCNC3=O)cn2c1N(CC)CCOC	21%	i	2%	13%	/	/	-12	-3%	0%
Cc1cc(C)c(-n2nnnc2SC(C)C)c(C)c1	29%	i	-25%	7%	-2%	0%	13	0%	-6%
COc1ccc(C[C@H]2c3cc(O)c(OC)cc3CC[N+]2(C)[O-])cc1O (stereo partly specified)	13%	i	0%	8%	-9%	-3%	-17	9%	11%
CC1CC(C)CN(C(=O)C2CCN(S(=O)(=O)N3CCC4(CC3)OCCO4)CC2)C1 (stereo unspecified)	12%	i	0%	4%	5%	-2%	0	12%	-6%
CCOc1ccccc1C(=O)NCCc1cnc[nH]1	19%	i	11%	23%	1%	-21%	-19	-3%	12%
COc1ccc(N2CCN(C(=O)c3ccc(CNS(=O)(=O)c4ccc(C)cc4)cc3)CC2)cc1	?	i	0%	-28%	?	-8%	?	-17%	-15%
Cc1ccc(C2NC(=O)Cc3ccccc32)cc1 (stereo unspecified)	-7%	i	14%	-3%	-4%	5%	17	-20%	-8%
CC(=O)N1CCN(C(=S)NCCc2ccccc2)CC1	4%	i	16%	15%	-10%	1%	6	/	1%
Cc1ccc(C(=O)Nc2nccs2)s1	-1%	i	4%	-2%	-12%	-9%	-17	16%	0%
COc1ccc(C(=O)OCC(=O)Nc2c(C)n(C)n(-c3ccccc3)c2=O)cc1OC	0%	i	0%	0%	-8%	-10%	11	7%	16%
CC(C)n1ncc2c(C(=O)Nc3cccc(S(=O)(=O)N(C)C)c3)cc(C3CC3)nc21	-3%	i	8.2µM*	-2%	?	10%	/	-12%	?
CN1CCN(S(=O)(=O)c2ccc(N3CCN(c4ccccc4Cl)CC3)nc2)CC1	-3%	i	-23%	2%[9.24 µM]	?	-11%	17	9%	3%
Cc1ccnc(NC(=O)CCC(=O)N(CC(=O)NCc2ccc(F)cc2)c2ccc(F)cc2)c1	3%	i	?	0%	8%	-3%	-1	-22%	-10%
Cc1ccc(-c2nnc(-c3cccnc3)o2)cc1	16%	i	4%	1%	/	/	?	11%	26%
CN1C(=O)CC(NNC(=O)c2ccccc2)C1=O (stereo unspecified)	1%	i	11%	-1%	-5%	-3%	13	-2%	-6%
COc1ccc(S(=O)(=O)N(C)c2ccc(C(=O)NC3CC3)cc2)cc1	-3%	i	/	1%	0%	3%	-7	-5%	/
O=C(CSc1ncccn1)N1CCN(C(=O)CSc2ncccn2)CC1	6%	i	10%	4%	-5%	-6%	5	13%	11%
CCCC(=O)c1ccc(N2CCCCCC2)c(F)c1	-5%[9.24 µM]	i	-32%	-1%	10%	-5%	-8	34%[activator]	0%
COc1ccc(C(=O)OCC(O)COC(=O)c2ccc(OC)cc2)cc1	1%	i	0%	0%	1%	-8%	100	8%	?
CCOc1ccccc1C1CC(c2cccc(NS(C)(=O)=O)c2)=NN1C(=O)c1ccccc1 (stereo unspecified)	-1%	i	?	9%	13%	?	3	-11%	-3%
CCn1c(=O)n(CC)c2cc(N3CCCC3)c(NC(=O)c3ccc(C)cc3)cc21	-2%	?	-2%	3%	-1%	15%	1	/	0%
O=C(c1cccc(Cl)c1)N1CCC(=O)N(C(COCc2cccc(Cl)c2)Cc2ccccc2)CC1 (stereo unspecified)	?	/	?	?	?	?	?	?	?
CCN1C(=O)c2cccc3c(S(=O)(=O)N(C(C)=O)c4ccc(OC(C)=O)cc4)ccc1c23	-23%	i	?	-18%	?	11%	-1	/	-20%
COc1ccc2[nH]c(C(=O)N(C)c3ccc(F)cc3F)cc2c1	8%	i	-2%	1%	-3%	0%[9.22 µM]	7	6%	-14%
Cc1cc(C)cc(OC(=O)c2cc(-c3ccc(Cl)cc3)on2)c1	/	i	15%	/	/	/	/	5%	0%
CCNC(=O)C1CCCN(C(=O)c2ccc3c(c2)OCO3)CC1 (stereo unspecified)	24%	i	4%	?	/	/	13	8%	0%
CC(C)(C)c1ccc(S(=O)(=O)c2cn(CC(=O)Nc3ccccc3)c3ccccc3c2=O)cc1	/	?	-11%	/	/	/	/	0%	-21%
FC(F)(F)c1cccc(NCc2n[nH]c(=S)n2C2CCCCC2)c1	-3%	i	?	-8%	?	10%	-14	?	-11%
CN(CC(=O)Nc1sccc1C(N)=O)S(=O)(=O)c1ccc(Cl)cc1	-14%	i	/	0%	?	1%	0	-6%	/
COc1ccc(OC)c(NC(=O)CCN2CC(C)OC(C)C2)c1 (stereo unspecified)	-2%	i	3%	7%	-4%	-14%	0	1%	12%

Compound activity as filed in PubChem BioAssay.
